Screens as filed in PubChem BioAssay.
GLD-1 TGE inh: GLD-1/TGE RNA complex disruptors, primary screen, biochemical, fluorescence polarization; Female germline-specific tumor suppressor gld-1 (Caenorhabditis elegans), Q17339; purified GLD-1 + fluorescein TGE RNA; inhibition, % at 5.96 µM; 320,000 compounds, 0.44% hits; AID 2280, 2010;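 active means percent inhibition above a per-plate cutoff, the plate mean of test compounds plus 3 SD, cut at about 30% in these data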;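 further: 0% = DMSO wells with GLD-1 and probe and 100% = wells lacking GLD-1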
BCLXL inh: inhibitors of human Bcl-xL, primary screen, biochemical, fluorescence polarization, HTS; AID 2129, 2009; GST-Bcl-xL / FITC-Bim BH3 peptide fluorescence polarization; Bcl-2-like protein 1 (Homo sapiens), Q07817; 320,000 compounds, 0.7% hits; inhibition, % at 10.9 µM;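 active means inhibition above the mean of all tested compounds plus 3 SD, cutoff set per campaign, cut at about 30% in these data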;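 further: 0% = DMSO wells and 100% = unlabeled Bim-BH3 peptide competitor; inhibitors lower millipolarization by displacing the labeled peptide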
PAFAH1B2 FP inh: PAFAH1B2 enzyme inhibitors, primary screen, biochemical, fluorescence polarization, human; Platelet-activating factor acetylhydrolase IB subunit alpha2 (Homo sapiens), P68402; recombinant PAFAH1B2, FP-rhodamine activity probe; inhibition, % at 3.39 µM; 340,000 compounds, 1.2% hits;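 active means inhibition above the mean of all tested compounds plus 3 SD, cut at about 24% in these data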;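 further: 0% = enzyme with DMSO and 100% = wells lacking PAFAH1B2; many of its hits are not listed in these tables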
Target sequence (P68402 whole entry, looked up): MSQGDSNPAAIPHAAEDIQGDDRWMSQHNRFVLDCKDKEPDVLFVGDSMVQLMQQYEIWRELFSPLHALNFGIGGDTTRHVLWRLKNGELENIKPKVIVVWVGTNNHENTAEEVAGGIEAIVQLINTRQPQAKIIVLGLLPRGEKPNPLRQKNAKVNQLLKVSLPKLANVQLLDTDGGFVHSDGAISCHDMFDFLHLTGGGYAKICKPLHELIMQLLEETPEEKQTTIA
AHR act: AHR activators, primary screen, cell-based, luminescence, luciferase reporter, human | Aryl hydrocarbon receptor (Homo sapiens), P35869 | AHR-responsive luciferase reporter cells | 320,000 compounds, 2.5% hits | activation, % at 5 µM; in the data active means activation above about 47%;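 further: 0% = vehicle wells and 100% = reference agonist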
Fam108B counter: mouse Fam108B serine hydrolase inhibitors, primary screen, counter-screen for RBBP9 inhibitor project, biochemical, fluorescence polarization. recombinant Fam108B, FP-Rh probe fluorescence polarization. inhibition, % at 9.51 µM. 300,000 compounds, 0.33% hits. AID 1947, 2009;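 active means inhibition above the screen mean inhibition plus 3 SD, computed separately per campaign, cut at about 18% in these data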;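 further: inhibitors lower polarization as less probe binds the enzyme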
MEX-5 binding: MEX-5 zinc finger RNA-binding disruptors – biochemical, C. elegans, fluorescence polarization, MLPCN library, primary screen | Zinc finger protein mex-5 (Caenorhabditis elegans), Q9XUB2 | MEX-5/FITC-TCR2 RNA binding; hits give low values | activity score (negative = inhibition of binding), % at 10 µM | 300,000 compounds, 0.38% hits;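 active means inhibition past about -25% in most replicates, and total fluorescence under double the plate's negative control median, limit read from the data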;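 further: 0% = DMSO and -100% = 5 µM competing unlabeled TCR2 RNA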
Target sequence (Q9XUB2 whole entry, looked up): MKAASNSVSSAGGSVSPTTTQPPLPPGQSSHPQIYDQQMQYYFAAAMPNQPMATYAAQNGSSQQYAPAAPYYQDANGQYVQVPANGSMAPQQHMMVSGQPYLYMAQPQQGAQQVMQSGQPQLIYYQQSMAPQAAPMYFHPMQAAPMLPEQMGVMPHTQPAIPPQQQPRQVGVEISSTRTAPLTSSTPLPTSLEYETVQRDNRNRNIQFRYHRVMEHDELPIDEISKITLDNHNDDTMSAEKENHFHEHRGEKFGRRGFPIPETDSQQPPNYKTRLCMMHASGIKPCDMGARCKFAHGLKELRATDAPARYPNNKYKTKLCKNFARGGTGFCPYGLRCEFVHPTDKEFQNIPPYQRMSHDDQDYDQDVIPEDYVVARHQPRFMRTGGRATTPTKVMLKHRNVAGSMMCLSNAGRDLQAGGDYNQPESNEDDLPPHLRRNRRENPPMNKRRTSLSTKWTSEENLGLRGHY
MCL1 BIM primary: inhibitors of MCL1 binding to BIM-BH3, primary screen, biochemical, fluorescence polarization; inhibition, % at 10.9 µM; Induced myeloid leukemia cell differentiation protein Mcl-1 (Homo sapiens), Q07820; AID 2057, 2009; 320,000 compounds, 0.68% hits; GST-MCL1 / FITC-Bim-BH3 fluorescence polarization;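 active means inhibition above the mean inhibition of all tested compounds plus 3 SD, set per campaign, cut at about 40% in these data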;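 further: 0% = DMSO wells and 100% = unlabeled Bim-BH3 peptide control; higher means more loss of mP so more displacement of Bim peptide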
Target sequence (Q07820 whole entry, looked up): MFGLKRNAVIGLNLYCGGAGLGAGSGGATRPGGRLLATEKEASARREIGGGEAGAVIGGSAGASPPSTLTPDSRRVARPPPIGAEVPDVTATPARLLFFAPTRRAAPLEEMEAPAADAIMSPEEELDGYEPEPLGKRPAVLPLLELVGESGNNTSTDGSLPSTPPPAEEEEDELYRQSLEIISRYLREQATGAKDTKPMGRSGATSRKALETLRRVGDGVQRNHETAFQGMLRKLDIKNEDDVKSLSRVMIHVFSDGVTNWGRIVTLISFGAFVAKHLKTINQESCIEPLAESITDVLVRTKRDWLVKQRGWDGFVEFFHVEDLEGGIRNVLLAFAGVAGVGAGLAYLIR
PME-1 primary: PME-1 inhibitors via competitive probe labeling, primary screen, biochemical, fluorescence polarization, FP-Rh probe, HTS; recombinant PME-1; Protein phosphatase methylesterase 1 (Homo sapiens), Q9Y570; 320,000 compounds, 0.53% hits; inhibition, % at 5.9 µM;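 active means inhibition above the campaign mean of all compounds plus 3 SD, cut at about 26% in these data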;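 further: competitive labeling of PME-1 active site by serine hydrolase directed probe; 0% = PME-1 with DMSO and 100% = wells lacking PME-1 enzyme; inhibitors block probe labeling so polarization falls and inhibition rises; many of its hits are not listed in these tables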
pPAFAH inh: pPAFAH enzyme inhibitors, primary screen, biochemical, fluorescence polarization, human; Platelet-activating factor acetylhydrolase (Homo sapiens), Q13093; recombinant pPAFAH, FP-rhodamine probe fluorescence polarization; inhibition, % at 3.39 µM; 330,000 compounds, 1.5% hits; AID 463082, 2010;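 active means inhibition above the mean inhibition across the screen plus 3 SD, cut at about 25% in these data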;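 further: inhibitors block binding of the rhodamine activity-based probe so polarization drops; 0% = enzyme with DMSO and 100% = wells lacking pPAFAH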
Numbers without * were called inactive; . = not tested or not shown.

SMILES | GLD-1 TGE inh | BCLXL inh | PAFAH1B2 FP inh | AHR act | Fam108B counter | MEX-5 binding | MCL1 BIM primary | PME-1 primary | pPAFAH inh
Cc1ccc(S(=O)(=O)NCCc2ccc(S(N)(=O)=O)cc2)cc1 | -5 | -1 | 12 | -3 | -1 | -1.4 | 6 | 0 | 2
COc1ccc(NC(=O)CC2Oc3ccccc3NC2=O)c(OC)c1 (stereo unspecified) | -4 | 3 | 7 | 8 | 0 | 1.4 | 5 | -1 | 2
O=C(NC(=S)N1CCN(c2ccccn2)CC1)c1ccccc1 | 9 | -1 | 5 | -1 | -1 | -2.1 | 3 | 0 | 14
CCCc1cc(=O)[nH]c(SCC(=O)N2CCN(c3ccccc3)CC2)n1 | 8 | 2 | 9 | -1 | 0 | 0.1 | -5 | 0 | 2
COc1cc2c(cc1OC)-c1c(OC)c(OC)cc3ccnc(c13)C2=O | 2 | 13 | -1 | 48* | 4 | -57* | 17 | -2 | 23
Cc1ccc(C(=O)c2ncc[nH]2)cc1 | 10 | 1 | -1 | 4 | -4 | 0.0 | 4 | 3 | -1
CC(OC(=O)c1cc(S(=O)(=O)N2CCOCC2)ccc1F)C(=O)NCC1CCCCC1 (stereo unspecified) | 0 | . | 10 | -2 | . | . | . | . | 3
Cn1ccnc1SCC(=O)Nc1ccccc1 | -6 | 0 | 2 | 18 | 3 | -1.5 | -3 | 0 | -1
COCCN1Cc2cccc(C(=O)NC(C)c3cccs3)c2C1=O (stereo unspecified) | 7 | 1 | 1 | 6 | -1 | 1.8 | 6 | 1 | 0
COc1ccc(-c2ccc3oc(-c4ccc(OC)cc4)c(-c4ccc(OC)cc4)c3c2)cc1 | -2 | 4 | -2 | 6 | 8 | 0.6 | 8 | 1 | -3
CCOC(=O)C1CCN(C(=O)CCNS(=O)(=O)c2ccc3c(c2)CCN3C(=O)CC)CC1 | 3 | 8 | 4 | 1 | -1 | 1.9 | 5 | -4 | 2
CCC(C)NC(=O)CNC(=O)c1nn(-c2ccc(OC)cc2OC)c(=O)c2ccccc12 (stereo unspecified) | 4 | 0 | 6 | 3 | -4 | -0.1 | 0 | 1 | -6
CCOC(=O)c1nn(-c2ccccc2C)c(=O)cc1OCC(=O)Nc1cccc(OC)c1 | 5 | 0 | 0 | 1 | 0 | -1.6 | 1 | -4 | 4
Cc1ccc(NC(=O)C(=O)NCC2CCN(C(=O)c3cccc([N+](=O)[O-])c3)CC2)cc1 | 0 | 5 | 3 | 0 | -2 | 6.4 | 1 | -1 | 0
CCN1CCN(S(=O)(=O)Cc2ccccc2)CC1 | 1 | 1 | 0 | -3 | -3 | -1.4 | 5 | -2 | 0
CCOc1ccccc1N(C)S(=O)(=O)c1ccc2c(c1)N(C(C)=O)CCO2 | 2 | -1 | 2 | 10 | -3 | -1.0 | -2 | 0 | -1
O=C(Nc1cccc(C(F)(F)F)c1)n1cc(-c2ccccn2)c(N2CCOCC2)n1 | 6 | 3 | -7 | 6 | -1 | 2.7 | 15 | -4 | 0
CN(C)C(=O)N1CCCC(C(=O)NCc2ccc(F)cc2Cl)C1 (stereo unspecified) | 0 | 10 | 1 | 2 | 0 | 1.4 | 1 | -1 | 4
Cc1cc2c(cc1S(=O)(=O)N1CCCCC1)OCC(=O)N2 | 1 | -1 | 6 | -2 | 4 | -0.2 | 0 | -1 | -1
Cc1cc(NC(=O)CN2C(=O)CCSc3ccccc32)no1 | 3 | 4 | 2 | 6 | 0 | -1.1 | 1 | -8 | 0
O=C(O)CSCC(=O)Nc1ccc(C(F)(F)F)cc1 | 1 | 5 | 0 | 0 | 0 | -1.8 | 12 | 2 | 1
Cc1c(-c2ccncc2)oc2ccc(Br)cc2c1=O | 6 | -7 | . | -3 | 2 | 1.1 | 1 | 5 | 4
NC(=S)NC1CCS(=O)(=O)C1 (stereo unspecified) | -3 | -1 | -2 | 7 | 0 | -0.9 | 0 | 6 | 4
CC(C)CC(=O)Nc1ccc(Nc2ccccc2)cc1 | 5 | 0 | 11 | 0 | 0 | -0.7 | -4 | 3 | 11
O=C(CCc1ccccc1)Nc1ccccc1C(=O)N1CCOCC1 | 3 | 9 | 4 | 0 | 0 | 1.3 | 7 | 2 | 4

Next section; it opens with the 2 that closed the last part.
SMILES | GLD-1 TGE inh | BCLXL inh | PAFAH1B2 FP inh | AHR act | Fam108B counter | MEX-5 binding | MCL1 BIM primary | PME-1 primary | pPAFAH inh
CC(C)CC(=O)Nc1ccc(Nc2ccccc2)cc1 | 5 | 0 | 11 | 0 | 0 | -0.7 | -4 | 3 | 11
O=C(CCc1ccccc1)Nc1ccccc1C(=O)N1CCOCC1 | 3 | 9 | 4 | 0 | 0 | 1.3 | 7 | 2 | 4
CCNc1nc(NC(C)C)nc(Nn2cnnc2)n1 | 6 | -1 | 2 | 0 | 1 | 0.3 | 3 | 0 | -1
CC1=CN2C(=NC(=O)CC2(C)C(=O)N(CC(=O)NC2CCCC2)Cc2ccccc2)C=C1 (stereo unspecified) | 8 | 0 | 2 | -1 | -3 | -1.2 | -5 | -7 | 6
COC(=O)c1ccc2[nH]c(C3(O)CCCCC3)c(C)c2c1 | 1 | . | 3 | 0 | . | . | . | . | 4
O=C(Cn1cnc2ccccc2c1=O)NC1CCCc2ccccc21 (stereo unspecified) | 3 | -3 | 0 | 11 | 1 | 0.0 | -16 | -2 | 3
O=c1c2c3c(sc2nc2n1N=C(c1cccs1)CS2)CCCC3 | -2 | 1 | -6 | 6 | 0 | -18 | -5 | -10 | -10
CC(C)c1nc(CN2CCCCC2)cc(=O)[nH]1 | -6 | 5 | . | 0 | -4 | -2.6 | -2 | -1 | 3
CCN(CC)c1ccc(NC(=O)CSc2ccsc2[N+](=O)[O-])c(C)c1 | 3 | 7 | 0 | 10 | 10 | 0.5 | 33 | -3 | 28*
COC(=O)N/N=C/C1=CCC2CC1C2(C)C (stereo unspecified) | 1 | 6 | 0 | 0 | -2 | 3.6 | 8 | -5 | 3
COc1ccc(N/N=C2/CCCCC2=O)cc1 | 3 | 1 | 1 | 3 | 3 | 0.3 | 4 | -2 | 7
CCCOP(=O)(c1ccc(N(C)C)cc1)C(Nc1ccccc1)c1ccc(C)cc1 (stereo unspecified) | 7 | 2 | 6 | 1 | 1 | . | 44* | 7 | -6
COc1cccc(CC(=O)OCC(=O)NNC(=O)c2ccc(Br)cc2)c1 | 7 | -9 | 13 | 4 | . | . | -13 | -4 | 10
Oc1ccccc1/C=N/N1CCCCC1 | -1 | 7 | 2 | -3 | -4 | 1.3 | -8 | 0 | 2
O=C(CC1SC(=O)N(c2ccccc2)C1=O)Nc1cccc2ccccc12 (stereo unspecified) | 3 | 15 | -1 | 4 | -1 | 2.6 | 0 | 0 | 25*
O=C(C1=C(O)C(=O)N(CCN2CCOCC2)C1c1ccc([N+](=O)[O-])cc1)c1cc2ccccc2o1 (stereo unspecified) | 0 | -2 | 8 | 1 | 1 | -0.8 | -1 | -1 | 5
COCCn1c(-c2ccco2)csc1=Nc1cccnc1 | 7 | 5 | 6 | 23 | 2 | -1.2 | 10 | 7 | -5
O=C(NCc1ccco1)c1ccc(COc2ccc(Cl)cc2)cc1 | -3 | 0 | 16 | -3 | -1 | 2.3 | -3 | -11 | 5
CCNC(=O)NC1(C(=O)Nc2ccc3c(c2)CCC3)CCCCC1 | 6 | 3 | 6 | 2 | 3 | -0.2 | -5 | -2 | 0
Cc1cc(C)c(C#N)c(SCc2cc3c(cc2Cl)OCO3)n1 | 3 | -2 | -4 | 21 | 3 | 1.8 | -6 | -5 | -3
CCOC(=O)c1cc(-c2ccccc2C)nn1Cc1cc(CC)no1 | 4 | -4 | -1 | 3 | 8 | . | -4 | 0 | 14
CNC(=O)/C(C#N)=C1\SC(Cc2ccc(F)cc2)C(=O)N1c1ccccc1C (stereo unspecified) | 4 | 5 | 4 | 0 | -1 | -0.1 | 1 | 2 | 0
Cc1ccc(C)c(CN2CCSCC2)c1 | -1 | 1 | 6 | 9 | -2 | 0.1 | 4 | 5 | 1
Cc1cc(C)cc(NC(=O)c2ccc(CNc3c(N4CCOCC4)c(=O)c3=O)cc2)c1 | 2 | 0 | 9 | 0 | -2 | 2.5 | -7 | 7 | 1
O=C(NCCCc1ccccc1)C1CCN(c2nnc(-n3cccc3)s2)CC1 | 9 | -1 | 4 | -3 | 0 | 1.5 | -4 | 3 | 18
CCn1nc(C)c(/C=N\NC(=O)c2cccc(OC)c2)c1C | -5 | 1 | 2 | 49* | 3 | -0.8 | 5 | 1 | 2
O=C(CC(Nc1ccc(Cl)cc1Cl)C(=O)O)c1ccccc1 (stereo unspecified) | -8 | 3 | 7 | -2 | -8 | 0.7 | 3 | 0 | -1

Next records.
SMILES | GLD-1 TGE inh | BCLXL inh | PAFAH1B2 FP inh | AHR act | Fam108B counter | MEX-5 binding | MCL1 BIM primary | PME-1 primary | pPAFAH inh
COC(=O)CN(c1cc(Cl)ccc1OC)S(=O)(=O)c1ccc(OC)c(OC)c1 | -1 | 13 | 2 | -1 | 1 | -0.5 | 8 | -8 | 1
COC(=O)c1cc(C(=O)c2cccc(Cl)c2Cl)cn1C | 5 | 6 | 2 | 1 | -2 | -3.8 | 5 | 0 | 25*
O=C1CN(C(=O)CNCc2ccccc2)c2ccccc2N1 | -4 | -5 | 5 | 3 | -6 | -2.3 | -3 | -6 | -6
CCOc1ccc(NC(=O)C2CCN(S(=O)(=O)c3ccc4c(c3)N(C(C)=O)CCO4)CC2)cc1 | 4 | 4 | 0 | 0 | 1 | 1.3 | 0 | 0 | 4
COc1ccccc1OCCNC(=O)C1CC(=O)N(c2cccc(SC)c2)C1 (stereo unspecified) | 2 | 1 | 1 | 3 | 0 | 0.5 | 2 | -3 | 1
CC(C)(C)c1ccc(NC(=O)CC2(C(F)(F)F)OCCO2)cc1 | 2 | 0 | -3 | 15 | -3 | 1.1 | 4 | -1 | 1
CCc1ccc(S(=O)(=O)NCCc2cn3ccc(C)cc3n2)s1 | 8 | 5 | 9 | 2 | -4 | -0.3 | -3 | 5 | 8
C=CCn1c(=O)c2ccccc2n2c(SCc3c(C(=O)OCC)oc4ccccc34)nnc12 | -5 | -2 | 0 | 0 | 1 | -1.0 | -3 | 4 | 5
CCOC(=O)c1ccccc1NC(=O)CN(c1ccccc1)S(=O)(=O)N(C)C | 0 | 4 | -2 | 2 | -3 | 1.4 | 10 | -2 | 3
Cc1nc2sc(-c3ccccc3)cc2c(=O)n1-n1cccc1 | 7 | 5 | 6 | -8 | -4 | -0.5 | 3 | -9 | -6
Cc1sc(NC(=O)Cc2ccc3c(c2)OCO3)nc1-c1ccc2c(c1)CCN2C(=O)c1cccc(F)c1 | -2 | 10 | -8 | 73* | -10 | 0.9 | 7 | -10 | -7

This is a subset (hit frequency here may not be typical).
